High-throughput results: PubChem, The Scripps Research Institute Molecular Screening Center
TEAD-YAP inh – TEAD-YAP interaction inhibition; inhibition, % at 9.12 µM; AID 1259422; hit rate 1.4% among 640,000; HEK-TIYL cells, TEAD-Gal4/YAP UAS-luciferase luminescence; in the data active = inhibition above about 32%;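 note: 0% = median of test compound wells and 100% = reference inhibitor wells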
FBW7 activator – human FBW7 E3 ligase activation, primary screen | Q969H0 | AlphaScreen FBW7–phospho-cyclin E peptide binding, activator screen | normalized activity (activation), % at 26.1 µM | hit rate 0.13% among 650,000 | AID 1259310; in the data active = normalized activity above about 1.9%;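 note: purified mutant Fbw7 with reduced substrate affinity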
GPR151 ag – activates the human receptor GPR151; hit rate 1% among 650,000; activation, % at 11.2 µM; PathHunter beta-arrestin GPR151 cells, luminescence; Q8TDV0; in the data active = activation above about 4.9%;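 note: 0% = median of compound wells and 100% = cells with positive control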
Target sequence (Q8TDV0 whole entry, looked up): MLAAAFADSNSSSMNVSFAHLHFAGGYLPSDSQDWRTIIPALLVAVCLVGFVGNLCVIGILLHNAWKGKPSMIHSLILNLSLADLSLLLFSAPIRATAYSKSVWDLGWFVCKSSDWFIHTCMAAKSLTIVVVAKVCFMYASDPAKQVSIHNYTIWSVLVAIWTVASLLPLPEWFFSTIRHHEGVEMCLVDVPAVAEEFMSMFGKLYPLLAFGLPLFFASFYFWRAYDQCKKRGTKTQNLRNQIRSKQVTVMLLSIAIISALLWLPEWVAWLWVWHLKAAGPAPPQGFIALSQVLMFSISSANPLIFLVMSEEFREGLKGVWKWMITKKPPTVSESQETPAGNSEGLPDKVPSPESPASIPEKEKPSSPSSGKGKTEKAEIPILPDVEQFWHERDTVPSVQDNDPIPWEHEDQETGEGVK
MITF primary – inhibitors of human MITF; O75030; AlphaScreen MITF homodimerization, bead proximity signal; inhibition, % at 2.6 µM; hit rate 0.91% among 650,000; AID 1259374; in the data active = inhibition above about 50%;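 note: 0% = vehicle wells with protein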
Target sequence (O75030 whole entry, looked up): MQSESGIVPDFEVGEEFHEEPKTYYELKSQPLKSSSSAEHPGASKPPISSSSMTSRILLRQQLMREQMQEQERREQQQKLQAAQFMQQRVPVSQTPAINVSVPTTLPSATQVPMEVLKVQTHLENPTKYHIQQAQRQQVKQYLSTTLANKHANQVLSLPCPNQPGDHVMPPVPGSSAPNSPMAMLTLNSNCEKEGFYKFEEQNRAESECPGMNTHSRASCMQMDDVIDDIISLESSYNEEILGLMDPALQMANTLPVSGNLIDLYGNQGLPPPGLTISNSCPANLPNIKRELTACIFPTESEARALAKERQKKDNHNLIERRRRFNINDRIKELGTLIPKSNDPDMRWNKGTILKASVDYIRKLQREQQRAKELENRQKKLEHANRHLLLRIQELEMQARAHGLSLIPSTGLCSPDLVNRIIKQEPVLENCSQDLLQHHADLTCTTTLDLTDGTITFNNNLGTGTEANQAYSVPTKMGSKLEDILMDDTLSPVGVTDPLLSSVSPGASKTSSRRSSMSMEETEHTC
An asterisk follows results filed as active. Compounds as they come. About 3.4% of those tested had a hit in this group.

SMILES	TEAD-YAP inh	FBW7 activator	GPR151 ag	MITF primary
C=CCCC(=O)N1CCOc2ccc(CN3CCN(C(C)=O)CC3)cc2C1	-9	0.0	-0.5	-2
Cc1c(NS(=O)(=O)CC23CCC(CC2=O)C3(C)C)c(=O)n(-c2ccccc2)n1C (stereo unspecified)	2	-0.2	1.1	0
CC(C)(C)NC(=O)NC(=O)Cn1nnc(-c2ccccc2Cl)n1	1	-0.1	-0.6	-4
CC(=O)Oc1ccc(/C=C2\N=C(c3ccc(C)c([N+](=O)[O-])c3)OC2=O)cc1	-6	-0.3	2.9	9
O=C(c1ccccc1)N1CCNCC1	3	0.0	-0.1	-4
Cn1nnnc1SCC(=O)Nc1nccs1	-2	0.3	1.1	8
CC(NC(=O)C(CC(N)=O)NC(=O)OCc1ccccc1)c1ccccc1 (stereo unspecified)	0	0.0	0.1	-6
CC1CCCC(NC(=O)CCCCCn2c(=S)[nH]c3ccccc3c2=O)C1C (stereo unspecified)	2	0.1	0.0	4
CCOc1ccccc1-c1cc(=O)c2ccc(NC(=O)c3ccccc3)cc2o1	-15	0.0	1.7	3
CSc1ccc(C2C(C(=O)N3CCOCC3)=C(C)NC3=C2C(=O)CC(C)(C)C3)cc1 (stereo unspecified)	-5	0.0	1.8	3
CCCCN(C(=S)Nc1cc(Cl)ccc1OC)C1CCN(C(C)=O)CC1	10	0.3	0.6	3
O=C(O)c1ccccc1C(=O)c1cccs1	-3	-0.1	0.4	11
CNC(=O)CSCc1ccccc1Br	0	-0.1	-0.3	3
Cc1nc(NC(=O)C(C)C)ccc1Br	-3	-0.1	-0.3	12
CCN(CC)CCn1c(=S)[nH]c2cc(C(=O)N(CCO)Cc3ccccc3)ccc2c1=O	-6	0.4	-1.5	-7
CCOc1ccc(-c2csc3nnc(SCC(=O)NC(C)(C)C)n23)cc1	9	0.9	-0.7	16
CCCCN(C)C(=O)CN1C(=O)c2ccccc2S1(=O)=O	-43	0.1	0.7	0
CCCCC(CCC(=O)Nc1ccc(S(N)(=O)=O)cc1)(C(=O)OCC)C(=O)OCC	4	-0.2	0.9	-4
O=C(Nc1ccc(Br)cc1)c1ccc(F)c(S(=O)(=O)N2CCN(c3ccc(F)cc3)CC2)c1	5	0.2	0.1	-10
COc1ccc(OC)c2[nH]c(C(=O)O)cc12	-6	-0.1	0.9	7
CN1C(=O)/C(=c2\sc3nc(-c4ccc(F)cc4)nn3c2=O)c2ccccc21	9	-0.1	1.5	10
O=C(NC1CCCCC1)C1CC(=O)N(CCc2ccccc2)C1 (stereo unspecified)	2	0.5	-0.7	10
CCn1c(=S)sc2c(=O)[nH]cnc21	6	-0.1	1.4	-13
COc1ccc(C(=O)CSc2nnc(CC(C)O)n2C)cc1 (stereo unspecified)	5	1.2	0.1	11
COc1ccc(S(=O)(=O)Nc2ccc(O)c(Cl)c2)cc1[N+](=O)[O-]	10	0.3	1.1	1
COC(=O)C1=C(C)NC(=O)NC1c1ccc(SC)cc1 (stereo unspecified)	-2	-0.3	2.0	-4
CCOC(=O)CN(c1ccc(Cl)cc1)S(=O)(=O)c1ccc(Cl)cc1	-7	-0.1	0.2	-1
Clc1ccc2nc(Nc3ccc4c(c3)OCO4)c3nncn3c2c1	-9	-0.2	0.6	-4
COc1ccc2nc(Nc3nnc(-c4ccccc4)o3)sc2c1	6	-0.3	-0.8	10
Cc1cc(NC(=O)c2cc3cc([N+](=O)[O-])ccc3s2)no1	-1	0.1	0.9	20
CC(C)=NNc1nc2ccccc2s1	7	0.7	0.0	5
N#C/C(=C(/O)c1cccc(Br)c1)c1nc2ccccc2[nH]1	-5	0.0	1.4	-5
COCC(=O)OCc1cc(=O)oc2cc(O)ccc12	-4	-0.1	-0.2	-5
c1ccc(-c2nn3c(C4COc5ccccc5O4)nnc3s2)cc1 (stereo unspecified)	-2	-0.1	0.9	6
COC(=O)c1ccc2c(=O)n(Cc3ccc(C(=O)N4CCCCC4)cc3)c(=S)[nH]c2c1	14	0.1	1.2	5
O=C(c1ccccc1)N1CC(COc2ccccc2)OC(c2c[nH]c3ccccc23)O1 (stereo unspecified)	12	-0.2	-1.8	4
CN1c2ccccc2-c2ccccc2C12C=Cc1cc([N+](=O)[O-])ccc1O2 (stereo unspecified)	-4	-0.1	2.1	1
CC(C)=C1C(=O)NN(c2cccc(Cl)c2)C1=O	-8	0.3	0.9	1
CNC(=S)NNS(=O)(=O)c1ccc2ccccc2c1	6	0.8	0.6	9
COc1ccc(C(C)C)cc1-c1cnn2c(NCc3ccccn3)ccnc12	-2	-0.1	0.1	1
COc1ccc(NC(=O)CC2C(=O)N(c3ccc(Cl)cc3)C(=S)N2Cc2cccs2)cc1 (stereo unspecified)	2	0.0	0.5	10
C=CCn1c(SC(C)C(=O)Nc2ccc(C(N)=O)cc2)nnc1-c1ccc(Cl)cc1 (stereo unspecified)	-5	0.0	0.3	-3
NC(=O)c1c(NC(=O)c2cc(-c3cccc(O)c3)on2)sc2c1CCCC2	-10	0.5	-1.2	11
CNC(=O)/C(C#N)=C/c1c(Oc2cc(C)cc(C)c2)nc2ccccn2c1=O	32*	-0.1	-6.2	18
O=C(Nn1c(-c2ccc(F)cc2)nc2ccccc2c1=O)c1ccccc1F	16	0.1	-1.0	9
Cc1c(Cl)cccc1NC(=O)C1CCCN(c2nnc(N3CCCC3=O)s2)C1 (stereo unspecified)	-2	0.0	-2.1	-4
CCOC(=O)C1=C(C(=O)OCC)SC(=C2C(=S)C(C)(C)N(C(=O)COc3ccccc3)c3ccc(OC)cc32)S1	0	0.2	1.0	29
O=C1NN(c2cccc(Br)c2)C(=O)/C1=C\c1cc([N+](=O)[O-])ccc1Cl	2	0.0	1.5	11
Fc1ccc(Cn2nnnc2CN2CCN(c3ccccc3)CC2)cc1	-6	0.3	-0.1	-3
COc1cc2ccccc2cc1C(=O)Nc1ccc(F)cc1F	-92	0.3	-0.9	0
(list continues)
SMILES	TEAD-YAP inh	FBW7 activator	GPR151 ag	MITF primary
CCOCCCNS(=O)(=O)c1ccc(-n2cnnn2)c(OC)c1	1	-0.1	2.3	4
O=C(Nc1nnc(-c2ccncc2)o1)c1sc2ccccc2c1Cl	-5	0.5	0.3	-1
Cc1cccc(-c2nc(Nc3ccc(OC(F)(F)F)cc3)c3ccccc3n2)c1	-9	0.2	1.9	1
O=S1(=O)CC(O)C(NC2CCCCC2)C1 (stereo unspecified)	13	0.0	0.7	4
O=C(Nc1nn[nH]n1)c1ccc(C(=O)Nc2nn[nH]n2)cc1	0	-0.7	0.4	23
CCc1ccc(/C=N\n2cnnc2)cc1	15	0.0	0.5	-1
O=C1NN(c2ccccc2)C(=O)/C1=C\c1ccccc1I	5	0.0	1.0	2
COc1ccc(S(=O)(=O)N(CC(=O)NCc2cccnc2)c2ccc(Cl)cc2)cc1	7	-0.2	-0.2	16
CCOC(=O)c1ccc(NC(=O)CCC(=O)Oc2ccc(C)cc2)cc1	-1	-0.1	0.4	-1
CCSc1sc(CC)cc1C(C)=O	-16	0.3	-0.2	10
O=C(O)c1ccc(Nc2nnc(-c3c[nH]c4ccccc34)o2)cc1	2	0.0	-7.4	0
CCN(CC)C(=O)c1ccc(NS(=O)(=O)c2cc([N+](=O)[O-])ccc2C)cc1	-3	0.1	0.8	-1
Cc1c(NC(=S)SCc2ccccc2)c(=O)n(-c2ccccc2)n1C	12	0.0	-1.9	5
Cc1ccc(C)c(OCC(O)CN(CCO)CCO)c1 (stereo unspecified)	4	0.2	-0.7	12
CCN1C(=O)/C(=C/c2cc(C)n(-c3ccc(C(=O)OC)cc3)c2C)C(=O)NC1=S	-5	-0.5	0.3	13
N#Cc1c(N)nc2c(c1-c1ccc([N+](=O)[O-])cc1)CCC2	-5	0.3	0.3	8
COc1cc(/C=C(\C#N)c2nc3ccccc3s2)cc(OC)c1OC	-9	0.4	1.7	10
COc1ccccc1CC(=O)N1CCC[C@@H]2CN(Cc3cccs3)CC[C@H]21	8	-0.1	0.0	-7
CCOC(=O)c1c(NC(=O)CCl)sc(C(C)=O)c1C	2	0.3	0.4	1
COc1ccc(CNC(=O)Cn2ncc3c2-c2cc(C)ccc2OC3)cc1	6	-0.1	0.6	7
O=C(NCCc1ccco1)c1ncoc1-c1ccccc1C(F)(F)F	-9	1.2	0.8	-3
O=C(CCCCCn1c(=S)[nH]c2cc3c(cc2c1=O)OCO3)NCCCN1CCN(c2ccccc2F)CC1	8	0.2	-0.6	-2
CCn1c(SCC(=O)NC2CCCC2)nnc1-c1cccnc1	-4	-0.1	0.2	-5
Cc1cccc(-n2c(CNC(=O)c3c(F)cccc3Cl)nnc2SCC(=O)c2ccccc2)c1	1	-0.1	-0.8	7
Cc1nonc1OCCNC(=O)COc1ccc(N(C)Cc2ccc(F)cc2)nn1	-14	0.0	2.5	-2
COC(=O)C1=C(C)NC(=O)CC1c1cc(Br)ccc1OC (stereo unspecified)	1	-0.2	-0.8	-6
Nc1ccc2nc(SCC(=O)NCCOc3ccccc3)sc2c1	2	-0.3	0.7	0
CCn1cc(-c2nc(-c3ccccc3)no2)c(=O)c2cc(F)ccc21	4	-0.1	0.5	-1
CCCCn1c(CNC(=O)c2cccs2)nnc1SCC(=O)Nc1sc(C(=O)OCC)c(C)c1C(=O)OCC	-8	-0.3	-0.8	-10
CCn1cc(C(=O)N2CCN(Cc3ccccc3F)C[C@@H]2C(C)C)cn1	-3	-0.1	-0.9	16
CCOc1cc(/C=N/NC(=O)c2nnn(-c3nonc3N)c2CN(C)C)ccc1O	-14	0.2	-0.4	6
O=C(Nc1ccc2c(c1)N(C(=O)c1ccccc1)CCC2)c1ccc2c(c1)OCO2	-12	0.0	0.8	-14
Cc1ccc(NC(=O)CN2C(=O)CSC2=O)cc1C	9	0.2	0.3	8
O=C(Nc1cc(NCc2ccccc2)ncn1)C1CCCNC1 (stereo unspecified)	-8	-0.2	-0.4	-4
Cc1cc(/C=C(/C#N)c2ccc(F)cc2)c(C)n1C	-7	0.0	0.3	3
CCOC(=O)Cn1ncc2c3sc(C)cc3n(CC)c2c1=O	-13	-0.1	1.0	-2
CC1CCCC(C)N1C(=O)COC(=O)c1cccnc1Cl (stereo unspecified)	-2	0.1	-1.0	8
CC1CN(C(=O)CCC(=O)NCc2ccc(Cl)cc2)c2ccccc2S1 (stereo unspecified)	-6	0.0	-0.7	3
Cc1ccccc1NC(=O)c1ccccc1NS(=O)(=O)c1cccc2cccnc12	5	-0.1	-1.6	5
CCC(=O)Nc1nnc(SCC(=O)Nc2ccc(Br)cc2Cl)s1	14	0.3	-1.4	-4
Cc1ccc(C(=O)NCCc2cc3c(C)ccc(C)c3[nH]c2=O)cc1C	7	0.2	-0.6	-8
CCCOc1cccc(C(=O)Nc2ccc3oc(-c4cccc(Cl)c4Cl)nc3c2)c1	3	0.0	0.2	15
C=C(C)CN1c2ccccc2Sc2ccccc21	-11	0.0	0.5	-6
O=C(NCCc1ccccc1)C1CCC(CNc2c(N3CCCCC3)c(=O)c2=O)CC1 (stereo unspecified)	0	0.9	0.2	21
O=C1CC(Nc2ccc(N3CCOCC3)cc2)C(=O)N1C1CCCCC1 (stereo unspecified)	9	0.1	-1.6	7
COc1ccc(CC(=O)NCc2nnc(SCc3ccc([N+](=O)[O-])cc3)n2C)cc1	5	0.4	0.4	11

Structures shown so far that contain fluorine (13):
SMILES	TEAD-YAP inh	FBW7 activator	GPR151 ag	MITF primary
O=C(Nc1ccc(Br)cc1)c1ccc(F)c(S(=O)(=O)N2CCN(c3ccc(F)cc3)CC2)c1	5	0.2	0.1	-10
CN1C(=O)/C(=c2\sc3nc(-c4ccc(F)cc4)nn3c2=O)c2ccccc21	9	-0.1	1.5	10
O=C(Nn1c(-c2ccc(F)cc2)nc2ccccc2c1=O)c1ccccc1F	16	0.1	-1.0	9
Fc1ccc(Cn2nnnc2CN2CCN(c3ccccc3)CC2)cc1	-6	0.3	-0.1	-3
COc1cc2ccccc2cc1C(=O)Nc1ccc(F)cc1F	-92	0.3	-0.9	0
Cc1cccc(-c2nc(Nc3ccc(OC(F)(F)F)cc3)c3ccccc3n2)c1	-9	0.2	1.9	1
O=C(NCCc1ccco1)c1ncoc1-c1ccccc1C(F)(F)F	-9	1.2	0.8	-3
O=C(CCCCCn1c(=S)[nH]c2cc3c(cc2c1=O)OCO3)NCCCN1CCN(c2ccccc2F)CC1	8	0.2	-0.6	-2
Cc1cccc(-n2c(CNC(=O)c3c(F)cccc3Cl)nnc2SCC(=O)c2ccccc2)c1	1	-0.1	-0.8	7
Cc1nonc1OCCNC(=O)COc1ccc(N(C)Cc2ccc(F)cc2)nn1	-14	0.0	2.5	-2
CCn1cc(-c2nc(-c3ccccc3)no2)c(=O)c2cc(F)ccc21	4	-0.1	0.5	-1
CCn1cc(C(=O)N2CCN(Cc3ccccc3F)C[C@@H]2C(C)C)cn1	-3	-0.1	-0.9	16
Cc1cc(/C=C(/C#N)c2ccc(F)cc2)c(C)n1C	-7	0.0	0.3	3
